# Screens: PubChem BioAssay, National Center for Advancing Translational Sciences (NCATS)
# LmPK inh: blocks Leishmania mexicana pyruvate kinase activity | actives 0.37% (n = 290,000) | Potency, µM (top dose mostly 57.5 µM), without a hit: top-dose activity change, negative = inhibition, usual class: inhibitors | purified LmPK, Kinase-Glo ATP luminescence, 1 h; note: potency is the fitted concentration of half-maximal effect; % is set by controls: 0 for no effect and ±100 for the full control effect
# Target sequence (Q27686 whole entry, looked up): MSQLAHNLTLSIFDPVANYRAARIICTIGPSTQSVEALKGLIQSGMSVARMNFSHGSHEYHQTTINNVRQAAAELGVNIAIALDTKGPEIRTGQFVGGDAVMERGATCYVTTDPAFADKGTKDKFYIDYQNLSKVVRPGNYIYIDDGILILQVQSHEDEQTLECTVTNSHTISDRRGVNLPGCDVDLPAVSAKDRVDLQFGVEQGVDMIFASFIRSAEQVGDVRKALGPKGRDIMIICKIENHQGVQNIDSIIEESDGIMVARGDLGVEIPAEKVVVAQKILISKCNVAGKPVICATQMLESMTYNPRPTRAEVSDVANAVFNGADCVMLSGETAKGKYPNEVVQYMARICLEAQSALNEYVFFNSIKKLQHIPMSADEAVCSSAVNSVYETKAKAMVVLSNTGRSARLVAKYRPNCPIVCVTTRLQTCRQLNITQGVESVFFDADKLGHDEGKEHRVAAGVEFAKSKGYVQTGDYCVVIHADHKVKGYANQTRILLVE
#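 Kinase-Glo luminescence read after 1 h RT reaction of 0.1 nM LmPK with 0.5 mM PEP and 0.1 mM ADP. Activity scaled between uninhibited and enzyme-free controls.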
# CHX counter: counter-screen hit for Shiga toxin inhibitors, cycloheximide; max response, %; cell reporter, cycloheximide protein synthesis inhibition counterscreen; actives 12% (n = 300,000); in the data active = max response mostly above about 13%, no sharp cut-off; inactive = mostly below about 14%; note: read at 38.3 µM for the half of the compounds with a filed dose; 0% is about no effect
# Shiga inhibitor: inhibitors of Shiga toxin in Vero cells | Vero cells, Shiga toxin protein synthesis inhibition reporter | inhibition, % at 38.7 µM | actives 9.2% (n = 290,000); in the data active = inhibition mostly above about 28%, no sharp cut-off; inactive = mostly below about 43%; note: 0% is about no effect
# Pf growth 48h: inhibits P. falciparum growth in the first generation, 48 h | Potency, µM (titrated, usually from 28.7 µM), for inactives: at the highest dose activity change, negative = inhibition, actives largely listed as inhibitors | actives 5.9% (n = 310,000) | P. falciparum luciferase growth in erythrocytes, 48 h; note: potency is the fitted concentration of half-maximal effect; % is set by controls: 0 for no effect and ±100 for the full control effect
#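 A one-generation exposure of luciferase-tagged malaria parasites in RPMI 1640/Albumax erythrocyte culture, 37 C and 5% CO2. Inhibition is inferred from decreased luminescence after adding detection reagent.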
# Tb PYK inh: T. brucei pyruvate kinase inhibition; Q57TT1; actives 0.12% (n = 410,000); Potency, µM (doses to about 76.8 µM), inactives show at the highest dose activity, negative = inhibition, hits mostly inhibitors; TbPYK enzyme, Kinase-Glo Plus ATP luminescence, 45 min; note: potency is the fitted concentration of half-maximal effect; % is set by controls: 0 for no effect and ±100 for the full control effect; nearly all actives have a fitted effect of over 50% in size
#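 Screened from lowest to highest concentration, compounds were pinned into TbPYK/substrate mixtures, and ADP (130 uM final) was added. Plates sat at room temperature for 45 min prior to Kinase-Glo Plus detection by luminescence.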
# AMA1 RON2 block: disrupts binding of P. falciparum AMA1 to RON2; AlphaScreen AMA1-biotinylated RON2 peptide binding; Potency, µM (highest dose often 58.2 µM), without a hit: at the highest dose activity change, negative = inhibition, hits mostly inhibitors; actives 0.2% (n = 360,000); AID 720542;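 note: potency is the fitted concentration of half-maximal effect; 0% = vehicle wells and -100% = peptide control; nearly all actives have a fitted effect of over 45% in size; some results filed as inactive show a strong effect at the top dose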
#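 AMA1 (3D7) with his tag at 25 nM final met compounds first, then biotinylated RON2 peptide at 25 nM; detection used donor plus acceptor beads, 10 µg/mL apiece, read by AlphaScreen after 30 min at room temperature.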
# Pf growth 96h: P. falciparum growth inhibition at 96 hour, primary screen for plastid delayed-death inhibitors; Potency, µM (highest dose often 28.7 µM), inactives show top-dose activity change, negative = inhibition, hits mostly inhibitors; AID 504834; P. falciparum luciferase reporter growth, 96 h; actives 6.9% (n = 320,000); note: potency is the fitted concentration of half-maximal effect; % is set by controls: 0 for no effect and ±100 for the full control effect
#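 Readout is luminescence from an integrated firefly luciferase in P. falciparum. Red cells, 2% hematocrit and 0.05% parasitemia final, were cultured with compound through two parasite generations (96 hours) at 37 C, 5% CO2.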
# An asterisk follows results filed as active; ? = inconclusive; · = not tested or not shown; [ ] = another dose, or the depositor's remark. Unless noted, calls come from the whole dose curve; as a rule, active = well fitted curve in the direction sought with a large enough effect; inconclusive = small, poorly fitted or top-dose-only effect, or another doubt; inactive = no such curve, though single readings can be large; an effect the other way counts as inactive or inconclusive.
SMILES,LmPK inh,CHX counter,Shiga inhibitor,Pf growth 48h,Tb PYK inh,AMA1 RON2 block,Pf growth 96h
CC(=O)NC(NC(=S)Nc1cccc(Br)c1)C(Cl)(Cl)Cl (configuration not stated),-1%,0,-2,?,-7%,-2%,?
CC(=O)c1cccc(NC(=O)N2CCOCC2)c1,-1%,0,13,-18%,0%,-11%,75%[activator]
CCCCn1c(N)c(N(CCOC)C(=O)CSc2ccc([N+](=O)[O-])cc2)c(=O)[nH]c1=O,·,·,·,9%,0%,9%,?
NC(=O)C1=C[C@@H](c2ccccc2)C[C@@H](OCc2ccc(CO)cc2)O1,3%,-2,1,34%[activator],-1%,14%,64%[activator]
O=C(NC1CC(=O)c2sccc21)c1cccc(C(F)(F)F)c1 (configuration not stated),-3%,11,32,19%,3%,0%,-9%
O=C(N/N=C/c1cccs1)/C(=C/c1ccccc1)NC(=O)c1ccccc1,-2%,-2,-6,-9%,5%,25%,-8%
CC(=O)c1ccc(N(C(=O)Cn2nnc3ccccc32)C(C(=O)NC2CCCCC2)c2cn(C)nc2C)cc1 (configuration not stated),2%,-2,4,?,6%,40%[activator],28%
CCCOc1ccc(CNC(=S)Nc2ccccc2)cc1Cl,1%,5,19,·,12%,49%[activator],-1%
Cc1ccccc1C(=O)NCC(=O)OCCCOC(=O)CNC(=O)c1ccccc1C,·,·,·,18%,1%,1%,39%[activator]
O=C1CCC(C(=O)NCc2ccccc2)N1 (configuration not stated),1%,-1,-8,4%,5%,-4%,-16%
COc1ccc(CCNC(=O)CCc2nnc(Cc3ccc4c(c3)OCO4)o2)cc1,-2%,-3,9,-11%,-10%,-4%,34%[activator]
Cc1noc(C)c1C(=O)N(C)CC(=O)Nc1ccc(F)c(F)c1F,·,·,·,11%,-5%,-7%,3%
COc1ccc(S(=O)(=O)N2CCn3c2nc2ccccc23)cc1,-3%,-1,-13,-23%,-1%,12%,·
COc1ccccc1NS(=O)(=O)c1cc(C(=O)NCC(c2cccs2)N2CCOCC2)ccc1C (configuration not stated),·,·,·,?,-4%,21%,?
CCN1C(=O)C(CC(=O)Nc2ccc(OC)cc2)N(Cc2ccc(OC)c(OC)c2)C1=S (configuration not stated),-7%,0,-7,10µM*,-7%,?,?
Cc1ccc(S(=O)(=O)N2CCCCC2)cc1C(=O)Nc1ccccn1,-4%,-1,-8,3.3µM*,0%,17%,2.1µM*
CCOc1ccccc1CNCc1ccc(C(=O)O)cc1,1%,1,-6,-46%[5.75 µM],-4%,-5%,-2%
Cc1ccc(N(Cc2cc3ccc(C)cc3[nH]c2=O)C(=O)c2ccco2)c(C)c1,5%,-3,-9,?,-23%,2%,?
Cc1ccc(CNS(=O)(=O)c2c(C(=O)N3CCCCC3)c(C)n(C)c2C)o1,6%,-4,3,9%,3%,-1%,?
O=C(CSc1nnc2ccccn12)N1CCOCC1,-6%,3,-5,20%,0%,-9%,·

# 15 successive records out of the list so far, quoted:
SMILES,LmPK inh,CHX counter,Shiga inhibitor,Pf growth 48h,Tb PYK inh,AMA1 RON2 block,Pf growth 96h
O=C(N/N=C/c1cccs1)/C(=C/c1ccccc1)NC(=O)c1ccccc1,-2%,-2,-6,-9%,5%,25%,-8%
CC(=O)c1ccc(N(C(=O)Cn2nnc3ccccc32)C(C(=O)NC2CCCCC2)c2cn(C)nc2C)cc1 (configuration not stated),2%,-2,4,?,6%,40%[activator],28%
CCCOc1ccc(CNC(=S)Nc2ccccc2)cc1Cl,1%,5,19,·,12%,49%[activator],-1%
Cc1ccccc1C(=O)NCC(=O)OCCCOC(=O)CNC(=O)c1ccccc1C,·,·,·,18%,1%,1%,39%[activator]
O=C1CCC(C(=O)NCc2ccccc2)N1 (configuration not stated),1%,-1,-8,4%,5%,-4%,-16%
COc1ccc(CCNC(=O)CCc2nnc(Cc3ccc4c(c3)OCO4)o2)cc1,-2%,-3,9,-11%,-10%,-4%,34%[activator]
Cc1noc(C)c1C(=O)N(C)CC(=O)Nc1ccc(F)c(F)c1F,·,·,·,11%,-5%,-7%,3%
COc1ccc(S(=O)(=O)N2CCn3c2nc2ccccc23)cc1,-3%,-1,-13,-23%,-1%,12%,·
COc1ccccc1NS(=O)(=O)c1cc(C(=O)NCC(c2cccs2)N2CCOCC2)ccc1C (configuration not stated),·,·,·,?,-4%,21%,?
CCN1C(=O)C(CC(=O)Nc2ccc(OC)cc2)N(Cc2ccc(OC)c(OC)c2)C1=S (configuration not stated),-7%,0,-7,10µM*,-7%,?,?
Cc1ccc(S(=O)(=O)N2CCCCC2)cc1C(=O)Nc1ccccn1,-4%,-1,-8,3.3µM*,0%,17%,2.1µM*
CCOc1ccccc1CNCc1ccc(C(=O)O)cc1,1%,1,-6,-46%[5.75 µM],-4%,-5%,-2%
Cc1ccc(N(Cc2cc3ccc(C)cc3[nH]c2=O)C(=O)c2ccco2)c(C)c1,5%,-3,-9,?,-23%,2%,?
Cc1ccc(CNS(=O)(=O)c2c(C(=O)N3CCCCC3)c(C)n(C)c2C)o1,6%,-4,3,9%,3%,-1%,?
O=C(CSc1nnc2ccccn12)N1CCOCC1,-6%,3,-5,20%,0%,-9%,·

# Other results:
SMILES,LmPK inh,CHX counter,Shiga inhibitor,Pf growth 48h,Tb PYK inh,AMA1 RON2 block,Pf growth 96h
COCCN(C(=O)C1CCC1)c1c(N)n(CC(C)C)c(=O)[nH]c1=O,·,·,·,-18%,4%,-1%,14%
CCn1ncc([N+](=O)[O-])c1C(=O)Nc1cc(C)on1,0%,-5,-9,6%,-5%,-9%,17%
C#CCSc1nsc(SCC#C)c1C#N,3%,5,-3,?,-22%,-11%,?
CC(C)(C)NC(=O)c1cc(NC(=O)c2ccco2)cc(NC(=O)c2ccco2)c1,5%,-3,24,?,-7%,-10%,?
COc1ccc(Cc2nnc(NC(=O)c3ccccc3F)s2)cc1OC,0%,-3,-9,-9%,1%,-8%,?
N#C/C(=C(/O)COC(=O)c1ccc2c(c1)OCCO2)c1nc2ccccc2[nH]1,2%,-4,16,16%,0%,152%[activator],-4%
Fc1ccc(-n2cc(CNCCc3cccnc3)c(-c3ccccc3Cl)n2)cc1,0%,4,-19,?,1%,-10%,?
COc1cccc(C(=O)NCCN2CCN(c3ccccc3)CC2)c1,2%,-2,·,-1%,1%,-9%,25%
O=C(CCn1nnc2ccccc21)OCC(=O)c1ccc(F)cc1,-1%,-4,-2,36%,-8%,-5%,-2%
CCOC(=O)CC(NS(=O)(=O)c1ccc2[nH]cc(C(=O)O)c(=O)c2c1)c1ccc(OCC)c(OC)c1 (configuration not stated),9%,-2,-2,11%,3%,7%,-11%
CCCCCC(=O)Nc1nc(C)c(-c2csc(Nc3cc(Cl)ccc3C)n2)s1,6%,-3,-7,?,1%,-1%,?
C/C(=N\NC(=O)c1ccc(-c2ccccc2)cc1)c1ccco1,-2%,16,42,?,-5%,38%[activator],?
NC(=O)CN1C(=O)C(=O)N(Cc2ccc(Cl)cc2)C1=O,-1%,-4,-4,·,-3%,-6%,10%
O=c1[nH][nH]c(-c2ccccc2)c1C=Nc1cccc(Cl)c1,3%,-2,-9,44%[activator],-6%,59%[activator],5%
CCCNC(=O)N1CCC(c2ccc3c(c2)OCO3)CC1,-3%,-2,-3,-19%,-8%,-3%,29%
CC(C)NC(=O)C12CC3CC(C1)CC(C(=O)NC(C)C)(C3)C2,-3%,1,8,15%[5.75 µM],-10%,-5%,36%[activator]
CCOCc1cc(=O)[nH]c(SC)n1,-7%,-3,7,2%,6%,14%,-15%
Cc1cc2nccc(-c3ccco3)n2n1,-3%,-4,-3,7%,-12%,17%,3%
COc1ccc(-n2c(-c3ccc(Cl)cc3Cl)n[nH]c2=S)c(OC)c1,?,-3,-3,-5%,-21%,83%[activator],23%
Cc1cc(C(=O)CCl)c(C)n1CCc1ccc(Cl)cc1,-2%,11,32,?,-5%,-10%,8.3µM*
COc1ccc(OC)c(NC(=O)C2COc3ccccc3O2)c1 (configuration not stated),1%,10,3,?,-3%,-9%,?
Cc1c(NC(=O)C(C)OC(=O)c2cc3c4ccccc4n(C)c3s2)c(=O)n(-c2ccccc2)n1C (configuration not stated),-2%,0,-10,?,-1%,-19%,·
Cc1nnc2n(Cc3ccccc3)c(=O)c3c4c(sc3n12)CCCC4,-1%,-3,-11,10%,·,·,38%[activator]
CCC(C)[C@H](N)c1cn([C@@H](Cc2cc3ccccc3[nH]2)C(=O)N2CCNCC2)nn1 (some centres not stated),1%,0,-10,?,2%,30%[activator],?
Cc1ccc(-c2nnc(Cc3ccc([N+](=O)[O-])cc3)o2)cc1,0%,56*,69*,·,1%,-2%,1%
Cc1cc(C)c(S(=O)(=O)N(C)CC(=O)NC2CCCC2)c(C)c1,-11%,-2,-13,?,0%,-1%,·
CCOC(=O)c1cccc(NC(=O)CSc2nnc(COc3ccccc3C)o2)c1,5%,4,-9,0%,-2%,12%,7.4µM*
Cn1c(=O)oc2cc(S(=O)(=O)N3CCN(c4ccccn4)CC3)ccc21,2%,-4,-12,6%,-4%,5%,?
COc1ccc(CN(C)CC(=O)Nc2ccc(Cl)cc2C(F)(F)F)c(OC)c1,-8%,2,-15,-16%,-11%,-23%,?
CC(=O)Nc1ccc(S(=O)(=O)Oc2cccc(N3C(=O)C4CC=CCC4C3=O)c2)cc1 (configuration not stated),-2%,-3,18,·,·,-8%,2.3µM*
COc1cc(NS(=O)(=O)c2csc(C(N)=O)c2)cc(OC)c1,-3%,-1,-9,-10%,4%,0%,33%[activator]
Cc1nc2nc3c(c(=O)n2[nH]1)CCCC3,4%,4,30,-4%,3%,0%,176%[activator]
CC12CCC(=O)N1C(C(=O)Nc1cccc(F)c1)CS2 (configuration not stated),-8%,-2,-2,-3%,3%,0%,0%
O=c1[nH]c(CN2CCN(c3ccc(F)cc3)CC2)nc2ccccc12,-2%,-1,-3,-3%,-1%,-6%,3%
FC(F)(F)c1cccc(-c2cc(C3CCNCC3)[nH]n2)c1,1%,-2,-9,·,-1%,4%,?
CC1CCC2(CC1)NC(CO)(CO)CO2 (configuration not stated),1%,-3,9,-3%,1%,21%,-6%
CC(C)C1CC(c2csc(N)n2)CCO1 (configuration not stated),-1%,-2,-17,10%,-19%,-5%,11%
O=C(Nc1ccc(OC(=O)N2CCCCC2)cc1)N1CCOCC1,-2%,1,2,-7%,-3%,8%,13%
C=C(C)C1Cc2c(C)nn(-c3cccc4ccccc34)c2C1 (configuration not stated),8%,-2,17,·,-11%,10%,-100%
O=C(Nc1ccccc1Cl)C1CCN(S(=O)(=O)c2cccc3nonc23)CC1,2%,2,-22,-12%,-5%,-8%,?
O=C(Nc1cc(NC(=O)c2ccccc2F)ccc1Cl)c1ccccc1,8%,-2,-7,22%,6%,9%,-1%
COc1ccc(N(CC(=O)N2CCCCC2)S(=O)(=O)c2c(C)nn(C)c2C)cc1,3%,-2,-11,·,-17%,-2%,?
N#Cc1ccc(COC(=O)c2cnc3ccccc3n2)cc1,6%,-4,21,42%[activator],-3%,-19%,44%[activator]
